# From PubChem BioAssay
# A3G deaminase: blocks human APOBEC3G single-stranded DNA deamination | Q9HC16 | hit rate 0.28% among 330,000 | inhibition, % at 20 µM | recombinant A3G, ssDNA deamination FAM/TAMRA fluorescence;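 active = inhibition of at least 40% at 20 µM, with no more than 30% in the related APOBEC3A deaminase screen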;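 also: plate controls were DMSO wells with A3G for no effect and wells lacking A3G enzyme for full effect; some compounds called inactive have numbers as strong as hits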
# Target sequence (Q9HC16 whole entry, looked up): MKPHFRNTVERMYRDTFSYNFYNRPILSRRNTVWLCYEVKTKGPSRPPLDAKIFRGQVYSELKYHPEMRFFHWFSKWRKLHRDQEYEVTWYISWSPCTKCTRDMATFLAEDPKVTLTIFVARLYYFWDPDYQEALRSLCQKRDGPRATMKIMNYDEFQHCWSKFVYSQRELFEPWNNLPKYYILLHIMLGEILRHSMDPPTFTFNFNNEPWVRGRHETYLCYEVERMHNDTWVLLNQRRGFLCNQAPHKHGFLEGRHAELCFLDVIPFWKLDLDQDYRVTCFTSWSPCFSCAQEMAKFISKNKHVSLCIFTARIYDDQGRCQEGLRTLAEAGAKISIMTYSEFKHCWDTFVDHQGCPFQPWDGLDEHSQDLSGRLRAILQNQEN
# mIAP inh: mouse IAP inhibition | hit rate 0.2% among 330,000 | inhibition, % at 10 µM | purified mouse IAP, CDP-Star luminescence, 30 min;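 active = inhibition of at least 40% at 10 µM in the primary screen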;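 also: plate controls were DMSO with enzyme for no effect and no enzyme wells for full effect; values of inactives mirror those of a sister screen read the other way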
# tim10-1 inh: growth inhibitors of tim10-1 mutant yeast. S. cerevisiae tim10-1 ts strain growth, BacTiter-Glo, 24 h. inhibition, % at 20 µM. hit rate 2.2% among 330,000. AID 463190;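 active = inhibition of at least 40%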;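 also: mutant grown at 25 °C; 0% = DMSO wells with yeast and 100% = wells holding no yeast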
# TIM10 inh: inhibits growth of TIM10 yeast strain; S. cerevisiae TIM10 strain growth, BacTiter-Glo luminescence, 24 h; inhibition, % at 10 µM; hit rate 1.4% among 330,000; AID 463195;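 active = inhibition of 40% or more at the single tested concentration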;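 also: wild-type TIM10 isogenic control strain grown at permissive 25 °C; 0% = DMSO yeast wells and 100% = minimal medium wells without yeast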
# NLRP3 yeast inh: blocks the NALP3 inflammasome reconstituted in yeast; hit rate 0.39% among 330,000; inhibition, % at 10 µM; Yeast reconstituted NLRP3/ASC/caspase-1, beta-gal luminescence, 24 h;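 active = inhibition of 50% or more; inactive = inhibition below 50%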;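 also: plate controls were induced DMSO wells for no effect and uninduced yeast grown without galactose for full effect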
# A3A deaminase: inhibitors of human APOBEC3A DNA deaminase; recombinant A3A, FAM/TAMRA ssDNA deamination fluorescence; inhibition, % at 20 µM; hit rate 0.41% among 330,000; AID 493011;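 active = at least 40% inhibition at 20 µM here, with at most 30% in a related deaminase screen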;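 also: plate controls were A3A with DMSO for no effect and wells lacking A3A enzyme for full effect; some results filed as inactive read as strong as hits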
# Target sequence (P31941 whole entry, looked up): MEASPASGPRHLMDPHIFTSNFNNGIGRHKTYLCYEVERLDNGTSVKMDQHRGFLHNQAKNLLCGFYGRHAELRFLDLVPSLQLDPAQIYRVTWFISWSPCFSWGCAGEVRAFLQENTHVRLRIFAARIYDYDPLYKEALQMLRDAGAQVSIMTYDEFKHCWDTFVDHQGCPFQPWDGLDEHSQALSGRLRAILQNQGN
# hIAP inh: human IAP inhibition; inhibition, % at 10 µM; P09923; hit rate 0.12% among 330,000; purified IAP, CDP-Star luminescence, 30 min;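 active = inhibition reaching a set limit with compound at 10 µM in the primary screen, cut at about 35% in these data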;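 also: plate controls were DMSO wells with enzyme for no effect and no-enzyme buffer wells for full effect; values of inactives mirror those of a sister screen read the other way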
# Target sequence (P09923 whole entry, looked up): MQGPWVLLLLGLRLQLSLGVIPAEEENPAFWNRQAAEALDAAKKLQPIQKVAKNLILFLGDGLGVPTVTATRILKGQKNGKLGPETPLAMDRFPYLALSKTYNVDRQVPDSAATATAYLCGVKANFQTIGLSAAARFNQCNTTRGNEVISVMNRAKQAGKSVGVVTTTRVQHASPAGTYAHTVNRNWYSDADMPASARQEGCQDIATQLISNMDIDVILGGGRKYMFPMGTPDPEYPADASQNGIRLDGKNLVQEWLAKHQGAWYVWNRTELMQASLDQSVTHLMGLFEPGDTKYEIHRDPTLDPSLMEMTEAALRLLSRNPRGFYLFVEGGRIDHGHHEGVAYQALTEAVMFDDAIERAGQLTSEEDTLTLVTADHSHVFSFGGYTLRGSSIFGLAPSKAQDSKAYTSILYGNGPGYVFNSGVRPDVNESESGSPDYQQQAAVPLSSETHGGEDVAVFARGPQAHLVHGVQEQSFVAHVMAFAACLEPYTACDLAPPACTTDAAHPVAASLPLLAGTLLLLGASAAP
# mIAP activ: mouse IAP activation; muIAP, CDP-Star luminescence, 30 min; stronger effect = higher value; 1 = vehicle-only enzyme signal, 0 = enzyme-free wells; activation factor at 10 µM; hit rate 0.24% among 330,000;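 active = activation factor of at least 2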; also: the source names both 10 and 20 µM as test concentration; values of inactives mirror those of a sister screen read the other way
#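 Assay system: mouse IAP enzyme; reagent: chemiluminescent substrate CDP-Star; dosing: test compounds delivered from DMSO solution; schedule: 30 min at room temperature; measured by: luminescence from enzymatic CDP-Star hydrolysis; controls: DMSO-only wells and no-enzyme negative control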
# MIN6 prolif: induces beta-cell replication in MIN6 cells; MIN6 cells proliferation, ATPlite luminescence, 48 h; cells starved in 0.2% serum; 100% = growth in 10% serum; proliferation, % at 10 µM; hit rate 0.29% among 330,000;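 active = compounds whose signal lies at least 3.5 SD above the mean of all wells on their plate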;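 also: 0% = DMSO-treated cells in low-serum medium and 100% = 10% serum control; some compounds called inactive have numbers as strong as hits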
# The depositor's hits bear a star; x = not tested or not shown.
cpd	SMILES	A3G deaminase	mIAP inh	tim10-1 inh	TIM10 inh	NLRP3 yeast inh	A3A deaminase	hIAP inh	mIAP activ	MIN6 prolif
1	Cn1nc(C(C)(C)C)c([N+](=O)[O-])c1C(=O)NC(C)(C)C	-5	-10	-2	-3	4	0	4	1.1	-4
2	CN1C(=O)CC(C(=O)O)SC1=Nc1cccc(C(F)(F)F)c1 (stereo not drawn)	-9	2	19	8	-7	3	-12	0.98	1
3	COc1ccc2c(c1)CCCC21NC(=O)N(CC(N)=O)C1=O (stereo not drawn)	-4	-14	8	-7	11	8	3	1.1	-2
4	CCCCCn1c(CCNC(=O)CCC)nc2ccccc21	-10	0	7	1	-12	-9	5	1	4
5	CN(C)S(=O)(=O)c1cccc(NC(=O)c2cc(-c3cccs3)nc3ccccc23)c1	-7	9	20	15	6	0	-6	0.91	0
6	CCOc1ccc(N(C(=O)Nc2ccccc2)C2=NCCC2)cc1	-7	9	25	32	6	-6	-3	0.91	-3
7	Cc1cc(NC(=O)c2cc3n(n2)C(C(F)(F)F)CC(c2ccco2)N3)n(-c2ccccc2)n1 (stereo not drawn)	-7	-3	7	-13	9	-1	-8	1	-6
8	CCOc1cc(/C=N/NC(=S)Nc2ccccc2C(F)(F)F)ccc1OCC(=O)N1CCOCC1	-5	1	16	22	7	-3	-5	0.99	3
9	Cc1ccc(C(=O)COC(=O)CN2C(=O)C3CC=CCC3C2=O)cc1[N+](=O)[O-] (stereo not drawn)	-1	-6	4	1	27	1	9	1.1	-3
10	COc1ccccc1NC(=O)/C(C#N)=C/c1c(C)nn(-c2ccc(F)cc2)c1Cl	-8	0	20	6	9	-6	27	1	0
11	O=C(Nc1ccccn1)c1ccco1	-6	-14	-11	-10	11	-4	-6	1.1	-1
12	COc1ccccc1C(=O)Nc1cccc(Oc2c(F)c(F)c(F)c(F)c2F)c1	1	10	-21	9	8	2	4	0.9	-3
13	COc1ccc(-c2cc(C(=O)Nc3ccc(S(=O)(=O)Nc4ncccn4)cc3)c3ccccc3n2)cc1	0	14	14	4	10	6	7	0.86	0
14	CCN(CC(=O)Nc1ccc(NC(C)=O)cc1)C(=O)c1cccc(Oc2ccccc2)c1	-5	2	4	3	14	0	17	0.98	-2
15	CC(C)(C)OC(=O)N1CCCC(C(=O)Nc2ccc(C(=O)N3CCOCC3)cc2)C1 (stereo not drawn)	-7	-6	3	2	-10	-5	2	1.1	-4
16	COC(=O)c1cc(S(=O)(=O)Nc2cccc(OC)c2)cn1C	-8	4	-4	10	1	1	-2	0.96	2
17	O=C(Cn1c(=O)cnc2ccccc21)Nc1cc(Cl)ccc1N1CCOCC1	-5	8	4	6	-7	4	8	0.92	1
18	COc1ccc(NC(=O)C2CC(=O)N(c3ccccc3Cl)C2)c(OC)c1 (stereo not drawn)	-4	4	-2	7	19	-1	1	0.96	-2
19	C=CCOc1ccc(C2C(C(=O)c3ccc(C)o3)=C(O)C(=O)N2Cc2cccnc2)cc1 (stereo not drawn)	-6	-5	9	-12	-1	-6	-4	1.1	0
20	CCn1c(SCC(=O)N2CCCc3ccccc32)nnc1-c1cccs1	-6	9	23	20	1	2	18	0.91	-2
21	CN(C(=O)CCN1C(=O)S/C(=C\c2ccccc2)C1=O)C1CCS(=O)(=O)C1 (stereo not drawn)	-8	-7	2	10	9	-6	-21	1.1	-2
22	NC(=O)c1ccc[n+](Cc2ccc(-c3ccccc3)cc2)c1	-7	8	-17	-2	0	-1	25	0.92	-2
23	CN1CCN(C(=O)c2cc3nc(-c4ccco4)cc(C(F)(F)F)n3n2)CC1	-5	0	7	2	-10	1	5	1	0
24	CN(C)S(=O)(=O)c1cccc(NC(=O)COC(=O)c2cc(=O)c3ccccc3o2)c1	-5	-4	14	8	-3	-8	2	1	-3
25	O=C(N/N=C/c1ccc(OC(=O)c2cccs2)cc1)c1cccc(F)c1	-4	0	13	-22	2	4	4	1	-3
26	Cc1ccc(S(=O)(=O)Oc2cc(N)c3c(n2)CCC3)cc1	-3	-5	-9	1	1	1	-1	1.1	1
27	O=C(NC(=S)Nc1ccccc1Br)c1cccnc1	-6	9	27	9	27	0	12	0.91	-1
28	O=c1c2ccccc2oc2cc(NCCCN3CCOCC3)ccc12	-7	-8	41*	-3	17	-1	-14	1.1	-6
29	CCC/C(O)=C1\C(=O)CC(c2ccccc2)CC1=NCCc1c(C)[nH]c2ccc(C)cc12 (stereo not drawn)	-7	-12	6	7	7	1	-8	1.1	-2
30	CCOc1ccc(C(=O)OCC(=O)N2CCCC2)cc1OCC	-15	4	-16	0	7	-3	3	0.96	-2
31	Cc1ccc(C(=O)CCC(=O)Nc2cccnc2)cc1C	-9	1	6	-6	19	-7	1	0.99	0
32	O=C(Nc1ccc2c(c1)ncn2C1CCCCC1)c1ccco1	-2	15	36	66*	53*	0	6	0.85	-3
33	CC1=C(C(=O)OCCOC(C)C)C(c2cccc3ccccc23)NC(=O)N1 (stereo not drawn)	-3	5	20	21	17	-2	-22	0.95	0
34	Cc1onc(-c2c(Cl)cccc2Cl)c1C(=O)Nc1ccc(N2CCOCC2)cc1	6	-2	12	-18	27	1	-78	1	-2
35	Cc1ccc(S(=O)(=O)N[C@H](C(=O)OCC(=O)NC(=O)C2CCCCC2)C(C)C)cc1	-3	4	9	-2	7	-2	8	0.96	-6
36	Cc1ccccc1NS(=O)(=O)c1ccc(C(=O)N2CCCC2)cc1	19	-12	12	2	13	3	-1	1.1	3
37	Cc1cc(N2CCCCC2)nc2c(C)cccc12	-3	6	-1	-7	11	4	0	0.94	-2
38	CC1CCCCN1C(=O)CCNC(=O)Cn1cnc2ccccc2c1=O (stereo not drawn)	-9	-7	-29	7	-9	-4	15	1.1	0
39	Cc1cc(C)c2nc(SCC(=O)NC(=O)c3cccn3C)cc(C)c2c1	-9	-4	-1	4	11	0	-5	1	-5
40	O=C(N=Nc1c(O)[nH]c2ccccc12)c1ccccc1NS(=O)(=O)c1cccs1	-1	10	6	-7	10	0	13	0.9	0
41	CCOc1ccc(C(C)=O)cc1Cc1c(O)nc(N)[nH]c1=O	-5	-4	13	7	2	-4	2	1	0
42	COc1cccc(/C(C)=N/Nc2ncc(Cl)cc2Cl)c1	-4	3	34	5	18	-3	1	0.97	0
43	Cc1n[nH]c(C)c1S(=O)(=O)N1CCN(S(=O)(=O)c2ccccc2C#N)CC1	-8	9	9	3	5	-5	3	0.91	0
44	COc1cc(OC)c(C(=O)Nc2ccc3ccccc3c2)cc1OC	-1	4	-9	-1	27	-2	-26	0.95	-2
45	CC(=O)c1cc(-c2ccccc2)n(CC(=O)Nc2cccc(C)c2C)c1C	-5	-3	20	-1	3	-1	-1	1	-1
46	CC(C)(C)c1ccc(C(=O)NCc2ccccc2)cc1	-4	-11	-6	22	27	4	1	1.1	-3
47	Cc1cccc(C(=O)Nc2ccc(N3CCN(S(C)(=O)=O)CC3)cc2)c1	-5	4	-7	14	1	-3	9	0.95	-2
48	O=C1CN(S(=O)(=O)c2ccccc2)CCN1S(=O)(=O)c1ccccc1	-6	3	5	10	1	-5	-4	0.97	2
49	O=c1c2ccccc2n2c(-c3ccc(F)cc3)nnc2n1Cc1ccccc1	-9	18	6	0	4	-4	1	0.82	0
50	CN(C)c1ccc(-n2cccc2/C=C2/SC(=Nc3ccc(F)cc3)NC2=O)cc1	-1	2	-2	-25	17	1	-33	0.98	-4
51	O=S1(=O)[C@H]2C[C@@H]3C=C[C@@]2(CN1Cc1cccc(F)c1)O3	-8	-4	-18	3	7	-2	0	1	0
52	CCn1c(C(O)c2cccc(OC)c2OC)nc2ccccc21 (stereo not drawn)	2	-4	20	1	-7	1	22	1	-1
53	COC(=O)C/C(O)=C(/N=Nc1cccc(C(F)(F)F)c1)C(=O)OC	-2	4	13	10	18	1	-2	0.96	-4
54	COc1ccc(NC(=O)C(=O)NNC(=O)C(C)Oc2ccc(Cl)cc2Cl)cc1 (stereo not drawn)	-5	11	-28	-31	28	-3	-71	0.89	2
55	Cc1c(NC(=O)CC(=O)Nc2c(C)n(C)n(-c3ccccc3)c2=O)c(=O)n(-c2ccccc2)n1C	-4	-3	7	19	16	6	-19	1	-1
56	Cc1nn(-c2ccccc2)c(C)c1C(=O)NCc1ccc(S(N)(=O)=O)cc1	-7	-4	-6	-10	13	4	-5	1	1

# Continued:
cpd	SMILES	A3G deaminase	mIAP inh	tim10-1 inh	TIM10 inh	NLRP3 yeast inh	A3A deaminase	hIAP inh	mIAP activ	MIN6 prolif
57	Clc1cccc(Cl)c1CSc1nnc(-c2sccc2-n2cccc2)o1	-6	1	12	12	1	-6	2	0.99	-3
58	CCOC(=O)c1c(C)n(C)c2cc(Br)c(O)c(O)c12	4	-3	22	15	-2	-5	-5	1	-5
59	O=C(CCc1ccc(S(=O)(=O)NC2CCCCC2)cc1)NCc1ccccc1	-4	-18	8	1	3	-5	11	1.2	0
60	Cc1cccc(N2CCN(c3cc(C)nc4nnnn34)CC2C)c1 (stereo not drawn)	-5	-2	1	-6	9	-6	-3	1	-2
61	COc1ccc(OCc2nc3c4cc(OC)c(OC)cc4nc(=S)n3[nH]2)cc1	-10	14	13	14	18	-4	-9	0.86	-1
62	Cc1cc(O)cc(O)c1C=NCc1ccco1	-9	9	32	4	-8	-2	13	0.91	0
63	Cc1ccc(OCC(=O)c2cc(C)c(C)cc2C)c([N+](=O)[O-])n1	-1	16	17	13	21	3	2	0.84	-2
64	O=C(NCCCn1ccnc1)c1cccc(S(=O)(=O)Nc2ccccc2F)c1	-8	2	7	-13	6	-3	-15	0.98	-1

# Reprinted from the part before: 2 entries, then new ones.
cpd	SMILES	A3G deaminase	mIAP inh	tim10-1 inh	TIM10 inh	NLRP3 yeast inh	A3A deaminase	hIAP inh	mIAP activ	MIN6 prolif
63	Cc1ccc(OCC(=O)c2cc(C)c(C)cc2C)c([N+](=O)[O-])n1	-1	16	17	13	21	3	2	0.84	-2
64	O=C(NCCCn1ccnc1)c1cccc(S(=O)(=O)Nc2ccccc2F)c1	-8	2	7	-13	6	-3	-15	0.98	-1
65	Cc1nc2c(C)cccn2c1C(=O)c1ccccc1	-10	-11	14	-9	13	-4	22	1.1	1
66	CC(=O)c1ccc(NC(=O)C(C)NCc2ccc(Cl)cc2)cc1 (stereo not drawn)	-5	5	-4	12	18	-1	6	0.95	-2
67	Cc1ccc(-c2csc(NC(=O)CN3CC(C)OC(C)C3)n2)cc1 (stereo not drawn)	0	9	40*	26	24	-7	10	0.91	0
68	Cc1ccccc1NC(=O)CCn1c(=O)oc2ccccc21	1	-3	5	3	4	0	4	1	0
69	O=C(Nc1ccccc1C(=O)Nc1nnc(C(F)(F)F)s1)c1ccccc1	3	5	13	-10	2	-4	-21	0.95	-4
70	CCO[C@@H]1OC(C(=O)Nc2ccccc2)=C[C@H](c2coc3ccccc3c2=O)[C@H]1CCCO	-2	3	22	25	1	-2	5	0.97	-1
71	CC(=O)Nc1n[nH]c(-c2ccc(C)cc2)c1C	-3	13	6	0	7	-2	12	0.87	-1
72	N#CCC(=O)Nc1ccccc1C(=O)O	-6	-8	3	-1	-3	-8	-12	1.1	-2
73	Cc1cc(=O)oc2cc(OCC(=O)N/N=C/c3ccccc3O)ccc12	-5	6	-13	5	10	25	-71	0.94	-1
74	Cc1ccc(C(=O)c2nccn2C)cc1C	-7	-8	-1	-22	22	-1	-21	1.1	1
75	Cc1cccc(C2=NN(c3ccc(Br)cc3)[C@@H](C(=O)N3CCOC3=O)[C@@H]2c2ccc(Cl)cc2)c1	-1	7	18	10	x	-1	x	0.93	x
76	CCOC(=O)N1CCN(C(=O)c2ccc3c(=O)n(CCc4ccccc4)c(=O)[nH]c3c2)CC1	-7	-3	15	-15	-1	-3	-2	1	-4
